# High-throughput results from PubChem.
# SKKanGAS inh = SKKanGAS growth inhibition. S. pyogenes SKKanGAS, kanamycin growth, BacTiter-Glo, 6 h. inhibition, % at 7.5 µM. hit rate 1.3% among 300,000. AID 1662;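 active = mean replicate score, as percent of positive control median, at least 50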;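 note: strain carries kanamycin resistance gene driven by streptokinase promoter and grows in 40 µg/ml kanamycin; loss of luminescence reflects streptokinase promoter inhibition or plain growth inhibition; 0% = median of DMSO wells and 100% = positive control at its reference dose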
# MrgX1 antagonist = antagonists of human MrgX1 receptor | MRGX1-HEK293 calcium flux, Fluo-4, BAM8-22 antagonism; stronger effect = lower value | AID 588676 | B-score at 10 µM | hit rate 1.3% among 310,000 | Q96LB2;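 active = calcium-response B-score plate-corrected more than 3 library SD below zero, starting fluorescence within 5 deviations, no agonist response on first addition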;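 note: peak minus trough fluorescence over baseline after final BAM8-22 challenge near maximal dose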
# Target sequence (Q96LB2 whole entry, looked up): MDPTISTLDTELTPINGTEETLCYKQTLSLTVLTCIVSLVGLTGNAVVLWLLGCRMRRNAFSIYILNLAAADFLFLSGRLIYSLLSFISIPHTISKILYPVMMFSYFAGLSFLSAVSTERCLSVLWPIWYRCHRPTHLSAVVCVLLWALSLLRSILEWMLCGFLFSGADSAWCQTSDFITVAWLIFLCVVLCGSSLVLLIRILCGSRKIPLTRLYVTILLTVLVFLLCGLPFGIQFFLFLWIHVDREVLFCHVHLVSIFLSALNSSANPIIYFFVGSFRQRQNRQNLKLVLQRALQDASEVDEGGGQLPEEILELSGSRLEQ
# RGS4 inh = human RGS4 inhibition | B-score at 10 µM | AID 463165 | P49798 | HEK293 M3R/RGS4 inducible, Fluo-4 calcium flux; stronger effect = higher value; triggered by carbachol at its EC20 | hit rate 0.45% among 310,000;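 active = B-score, a plate-corrected calcium signal, over three deviations above library mean, with baseline fluorescence within five deviations of library mean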;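 note: RGS4 expression induced by doxycycline in cells with stable M3 receptor; B-score is computed from the integrated fluorescence ratio over baseline after carbachol; higher B-score means a larger calcium signal and so more RGS4 inhibition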
# Target sequence (P49798 whole entry, looked up): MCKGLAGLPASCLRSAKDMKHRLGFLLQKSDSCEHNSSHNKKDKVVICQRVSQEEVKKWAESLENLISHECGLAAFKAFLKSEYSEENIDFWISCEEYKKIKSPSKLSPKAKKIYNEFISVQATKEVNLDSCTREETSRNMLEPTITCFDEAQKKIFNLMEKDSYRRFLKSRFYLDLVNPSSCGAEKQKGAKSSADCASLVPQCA
# TRPC6 act = mouse TRPC6 channel activation; Q61143; HEK293-TRPC6 membrane potential dye fluorescence; stronger effect = higher value; B-score at 10 µM; hit rate 0.13% among 310,000; AID 2550;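 active = B-score of the integrated fluorescence ratio above library mean plus 3 SD, and starting fluorescence ratio within library mean plus 5 SD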;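 note: higher score means more depolarization so channel activation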
# MrgX1 PAM = allosterically activates human MrgX1 receptor signaling; Q96LB2; MrgX1-HEK293, Fluo-4 calcium flux, FDSS; stronger effect = higher value; B-score at 10 µM; hit rate 0.63% among 310,000; AID 588675;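 active = plate-corrected calcium response at least 3 library SD above typical, normal starting fluorescence, not activating the receptor alone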;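 note: compound read alongside a low EC10 to EC30 dose of BAM8-22 agonist; peak minus trough fluorescence over baseline measured at the second addition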
# HDAC3 inhib = human HDAC3 inhibition | O15379 | AID 2718 | hit rate 0.15% among 320,000 | inhibition, % at 8.3 µM | recombinant HDAC3, fluorogenic peptide/trypsin coupled, fluorescence; in the data active = inhibition above about 26%, passing the limit was not always enough
# Target sequence (O15379 whole entry, looked up): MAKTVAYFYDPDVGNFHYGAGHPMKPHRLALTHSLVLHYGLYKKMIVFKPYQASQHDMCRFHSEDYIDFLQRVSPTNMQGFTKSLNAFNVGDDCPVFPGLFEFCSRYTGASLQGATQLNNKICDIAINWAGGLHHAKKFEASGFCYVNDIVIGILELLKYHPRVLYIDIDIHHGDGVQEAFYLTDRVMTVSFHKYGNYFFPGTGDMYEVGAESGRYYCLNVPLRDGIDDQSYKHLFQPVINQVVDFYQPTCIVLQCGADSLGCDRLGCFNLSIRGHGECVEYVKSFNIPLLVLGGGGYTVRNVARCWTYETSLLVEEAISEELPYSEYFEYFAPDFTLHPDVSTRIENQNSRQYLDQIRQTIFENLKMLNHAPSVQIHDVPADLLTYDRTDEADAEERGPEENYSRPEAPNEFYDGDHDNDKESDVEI
# TRPC6 inh = inhibitors of mouse TRPC6 channel; B-score at 10 µM; hit rate 1.1% among 310,000; HEK293-TRPC6, membrane potential dye, ACh-evoked depolarization; stronger effect = lower value; Q61143;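 active = B-score under library mean minus 3 SD, initial fluorescence not abnormally high, positive integrated signal ratio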;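 note: B-score derived from integrated fluorescence ratio over the kinetic read; more negative B-score means stronger inhibition of depolarization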
# MrgX1 ag = human MrgX1 receptor agonism, primary screen; B-score at 10 µM; hit rate 0.44% among 310,000; Q96LB2; MrgX1-HEK293 cells, Fluo-4 calcium fluorescence, agonist mode; stronger effect = higher value;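 active = calcium response B-score plate-corrected fluorescence ratio at least 3 library SD, with starting fluorescence B-score inside 5 SD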
#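 System – MrgX1-expressing HEK293 cells · Incubation – cells plated overnight, dye loaded 0.5 h 37 °C, 0.5 h room temperature · Technique – kinetic Fluo-4 NW fluorescence of intracellular calcium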
# ANO1 activ = mouse TMEM16A channel activation, primary screen. B-score at 10 µM. AID 623877. hit rate 0.3% among 340,000. Q8BHY3. HEK293 TMEM16A/YFP-H148Q/I152L, iodide quench fluorescence; stronger effect = lower value;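 active = fluorescence-ratio B-score plate-corrected deviation score at least 3 library SD below zero, with starting fluorescence score within 5 deviations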;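 note: channel opened by trigger with iodide after compound preincubation; score built on the fluorescence ratio of max minus min over baseline; more negative score means more quench and so TMEM16A activation or potentiation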
# RGS4 act = RGS4 potentiation or activation | HEK293 M3R/inducible RGS4, carbachol calcium flux Fluo4; stronger effect = lower value | B-score at 10 µM | hit rate 0.92% among 310,000;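 active = B-score of the integrated calcium signal more than 4 SD below the library mean, with starting fluorescence not abnormally high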;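 note: negative B-score means reduced calcium response which marks RGS4 activation or potentiation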
#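 System: HEK293 FlpIn-TREx cells, stable M3R, doxycycline-inducible RGS4. Timing: overnight RGS4 induction, 30 min dye load 37 °C, 20 min compound RT. Also added: carbachol, ECmax concentration. Measured by: Fluo4 fluorescence kinetic imaging of calcium. Evaluation: integrated calcium ratio converted to B score.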
# TMEM16A inh = blocks the mouse calcium-activated chloride channel TMEM16A | normalized B-score (activity score, 25-100; higher = stronger inhibition) at 10 µM | HEK293 TMEM16A/YFP iodide influx fluorescence, ionomycin | hit rate 1.2% among 310,000 | AID 588511;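 active = ratio plate-corrected score three or more library SD toward inhibition, starting fluorescence score within five deviations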;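 note: score derived from kinetic fluorescence span divided by baseline fluorescence per well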
# * = called active by the depositor; i = inactive; . = no result given; & = joins results of further samples.
SMILES,SKKanGAS inh,MrgX1 antagonist,RGS4 inh,TRPC6 act,MrgX1 PAM,HDAC3 inhib,TRPC6 inh,MrgX1 ag,ANO1 activ,RGS4 act,TMEM16A inh
Cc1ccc([N+](=O)[O-])cc1S(=O)(=O)Nc1ccc(C(=O)N(C)C)cc1,-2,i,i,i,i,2,i,i,i,i,i
Brc1ccc2[nH]c3nc(SCCN4CCOCC4)nnc3c2c1,0&-4,i,i,i,i,1,i,i,i,i,i
S=C(NCCCN1CCOCC1)NC1CCCC1,1,i,i,i,i,-11,i,i,i,i,i
COc1ccccc1/C=N/N1C(=O)C(CC(=O)Nc2ccc([N+](=O)[O-])cc2OC)SC1=Nc1cccc(C)c1C (stereo not drawn),21,i,i,i,i,1,i,i,.,i,i
CCCS(=O)(=O)c1nc(S(=O)(=O)c2ccc(C)cc2)c(NCCCN(C)C)s1,-14,i,i,i,i,5,i,i,i,i,i
Cc1cc(N2CC34C=CC(O3)C(C(=O)O)C4C2=O)no1 (stereo not drawn),-5,i,i,i,i,4,i,i,i,i,i
CCn1ncc(Br)c1C(=O)Nc1nccs1,-2,i,i,i,i,-4,i,i,i,i,i
CCOC(=O)c1cc2sccc2n1CCCN1C(=O)c2ccccc2C1=O,-5,i,i,i,i,10,i,i,i,-7.9*,i
O=C(N/N=C/c1ccc(Cl)cc1)c1cc2c(s1)-c1ccccc1CC2,6,i,i,i,i,-5,i,i,i,i,i
O=C(C1Cc2ccccc2O1)N1CCCCC1 (stereo not drawn),-11,i,i,i,i,0,i,i,i,i,i
CCOc1ccc(N(CC(=O)NC2CCCCC2)S(=O)(=O)c2c(C)noc2C)cc1,-5,i,i,i,i,7,i,i,i,i,i
C=CCOc1ccc(C2=NO[C@@H]3[C@@H]4C[C@@H]([C@H]5C(=O)N(C)C(=O)[C@@H]45)[C@H]23)cc1,7,i,i,i,i,-5,i,i,i,i,i
O=C1CC(c2ccccc2)c2ccccc21 (stereo not drawn),1,i,i,i,i,8,i,i,i,i,i
CN1Cc2cccc3c2C(Cc2ccccc2S3)C1 (stereo not drawn),-12,i,i,i,i,-2,i,i,i,i,i
O=c1c([N+](=O)[O-])cccn1Cc1ccccc1Cl,1,i,i,i,i,3,i,i,i,i,i
CCN(CC)S(=O)(=O)c1ccc2c(c1)nc(SCC(=O)N(C)C1CCS(=O)(=O)C1)n2CC (stereo not drawn),9,i,i,i,i,.,i,i,i,i,i
O=[N+]([O-])c1ccc(CN2CCOCCOCCN(Cc3ccc([N+](=O)[O-])cc3)CCOCC2)cc1,-3,i,i,i,i,10,-5.5*,i,i,i,i
COC(=O)c1ccc(NC(=O)CN2CCN(CC#N)CC2)cc1,0,i,i,i,i,-6,i,i,i,i,i
CC(C)c1cc(C(=O)O)c2ccccc2n1,-3,i,i,i,i,2,i,i,i,i,i
COC(=O)c1ccc(N2C(=O)CC(N3CCN(C(=O)c4ccco4)CC3)C2=O)cc1 (stereo not drawn),-1,i,i,i,i,1,i,i,i,i,i
O=C(Nc1ccc2nc(-c3cccs3)[nH]c2c1)c1cccs1,0,i,i,i,i,-4,i,i,i,i,i
O=C(CCCn1c(=O)c2ccccc2n(CC(=O)N2CCN(c3ccccc3)CC2)c1=O)NCc1ccco1,-3,i,i,i,i,6,i,i,i,i,i
O=[N+]([O-])c1ccc(/C=C2\CCC(C3=CCCC3)=C2N2CCOCC2)cc1,0,i,i,i,i,2,i,i,i,i,i
CS(=O)(=O)N(CC(=O)Nc1ccccc1F)C1CCCCC1,0,i,i,i,i,-19,i,i,i,i,i
CCOC(=O)c1ccc(NC(=S)N(CCN(C)C)C(C)c2ccncc2)cc1 (stereo not drawn),2,i,i,i,i,-1,i,i,i,i,i
Brc1ccccc1OCCN1CCCC1,-3,i,i,i,i,1,i,i,i,i,i
COc1cc(OC)c(OC)cc1CN1CCN(c2ccccc2OC)CC1,0,i,i,i,i,0,i,i,i,i,i
Cc1ccc(S(=O)(=O)NNC(=O)C2CC=CCC2C(=O)O)cc1 (stereo not drawn),-4,i,i,i,i,-5,i,i,i,i,i
COc1ccccc1N1CCN(C(=O)CCCC2=NS(=O)(=O)c3ccccc3N2)CC1,-4,i,i,i,i,6,i,i,i,i,i
O=C(NC1CCSC1)c1cccc(Cl)c1 (stereo not drawn),4,i,i,i,i,.,i,i,i,i,i
O=C(COc1ccccc1[N+](=O)[O-])N(Cc1ccco1)C1CCS(=O)(=O)C1 (stereo not drawn),4,i,i,i,i,-2,i,i,i,i,i
Cc1ccc(NC(=O)CCS(=O)(=O)c2ccccc2)cc1S(=O)(=O)N1CCOCC1,-19,i,i,i,i,-4,i,i,i,i,i
COc1ccc(C)cc1S(=O)(=O)N1CCN(C(=O)c2ncoc2-c2ccc(C)cc2)CC1,-3,i,i,i,i,4,i,i,i,-8.2*,i
Cc1ccc2oc(-c3ccco3)nc2c1,-5,i,i,i,i,-1,i,i,i,i,i
CCOCCCNC(=O)CN1C(=O)COc2ccc(S(=O)(=O)N3CCC(C)CC3)cc21,-1,i,i,i,i,-1,i,i,i,i,i
CCN(CC)CCN(C(=O)c1ccc2ccccc2c1)c1nc2ccc(OC)cc2s1,4,i,i,i,i,10,i,i,i,i,i
Cc1cn(C2OC[C@@H](O)[C@@H]2CO)c(=O)[nH]c1=O (stereo partly drawn),1,i,i,i,i,-1,i,i,i,i,i
CCOCCCNS(=O)(=O)c1ccc2c(c1)CCN2C(C)=O,-5,i,i,i,i,-5,i,i,.,i,i
O=C(Nc1ccc(N2CCOCC2)cc1)c1ccc([N+](=O)[O-])cc1,2,i,i,i,i,3,i,i,i,i,i
CCOC(=O)C1(CC2CCCCO2)CCN(C(=O)Nc2ccccc2)CC1 (stereo not drawn),3,i,i,i,i,-5,i,i,i,i,i
C=CCNC(=O)C(=O)NN=C1CCN(C)CC1,1,i,i,i,i,2,i,i,i,i,i
Cc1ccc(S(=O)(=O)/C(C#N)=C/c2c(Oc3ccc(Cl)cc3)nc3c(C)cccn3c2=O)cc1,2,i,i,i,i,-1,i,i,.,i,i
CCCCCCCCC(=O)Nc1cc(C)ccc1OC,0,i,i,i,i,10,i,i,i,i,100*
COC(=O)c1ccc(Nc2nnc(-c3ccc(C)c(S(=O)(=O)NCC4CCCO4)c3)c3ccccc23)cc1 (stereo not drawn),40,i,i,i,i,-3,i,i,i,i,i
c1ccc(CSc2ccc3nnc(-c4ccccn4)n3n2)cc1,0,i,i,i,i,-11,i,i,i,i,i
CCN(CC)c1nc(C#N)cc(-c2ccc(OC)cc2)n1,20,i,i,i,i,-16,i,i,i,i,i
Cc1ccnc2nc(C(=O)NCCc3ccc(F)cc3)nn12,0,i,i,i,i,-3,i,i,i,i,i
Nc1nc2ccccc2n1C(=O)c1ccc(F)cc1,1,i,i,i,i,4,i,i,i,i,i
C/C(CCc1ccccc1)=N/NC(=O)C(=O)NC(C)c1ccccc1 (stereo not drawn),9,i,i,i,i,8,i,i,i,i,i
Cc1cc(NC(=O)CSc2nnc(-c3ccc([N+](=O)[O-])cc3)o2)no1,0,i,i,i,i,2,i,i,i,i,i
# The list goes on:
SMILES,SKKanGAS inh,MrgX1 antagonist,RGS4 inh,TRPC6 act,MrgX1 PAM,HDAC3 inhib,TRPC6 inh,MrgX1 ag,ANO1 activ,RGS4 act,TMEM16A inh
COC(=O)c1cc(C#N)c(Oc2ccccc2)nc1C,1,i,i,i,i,2,i,i,i,i,i
Cc1ccc(NCc2nnc(SCC(=O)Nc3ccccc3)n2CC2CCCO2)c(C)c1 (stereo not drawn),-6,i,i,i,i,.,i,i,i,i,i
CC(=O)c1ccc(NC(=O)C(C)OC(=O)c2ccc(NS(=O)(=O)c3ccc(F)c(F)c3)cc2)cc1 (stereo not drawn),31,i,i,i,i,5,i,i,i,i,i
O=C(Nn1c(-c2ccncc2)nc2ccccc2c1=O)c1ccccc1Br,-9,i,i,i,i,-7,i,i,i,i,i
CCOC(=O)C1CCCN(CC(=O)c2c[nH]c3ccc(C)cc23)C1 (stereo not drawn),-4,i,i,i,i,-12,i,i,.,i,i
COc1ccc(C(=O)NCCc2nnc(SCC(=O)Nc3ccccc3C(C)C)n2C)cc1,-3,i,i,i,i,-2,i,i,i,i,i
COC(=O)CCc1sc(Nc2ccc(Br)cc2)nc1-c1ccc(OC)cc1,20,i,i,i,i,-6,i,i,i,i,i
COC(=O)c1ccccc1C(=O)N1CCC(CCC(=O)NC2CC2)CC1,0,i,i,i,i,-4,i,i,i,i,i
CC1CCCCC12NC(=O)N(CC(=O)c1ccc3c(c1)OCO3)C2=O (stereo not drawn),-6,i,i,i,i,10,i,i,i,i,i
O=C(Cn1c(NCCO)nc2ccccc21)c1ccc([N+](=O)[O-])cc1,6,i,i,i,i,.,i,i,i,i,i

# Three compounds from above, arranged by count of non-hydrogen atoms, ascending:
SMILES,SKKanGAS inh,MrgX1 antagonist,RGS4 inh,TRPC6 act,MrgX1 PAM,HDAC3 inhib,TRPC6 inh,MrgX1 ag,ANO1 activ,RGS4 act,TMEM16A inh
COC(=O)c1cc(C#N)c(Oc2ccccc2)nc1C,1,i,i,i,i,2,i,i,i,i,i
O=C(Nn1c(-c2ccncc2)nc2ccccc2c1=O)c1ccccc1Br,-9,i,i,i,i,-7,i,i,i,i,i
Cc1ccc(NCc2nnc(SCC(=O)Nc3ccccc3)n2CC2CCCO2)c(C)c1 (stereo not drawn),-6,i,i,i,i,.,i,i,i,i,i

# More results follow.
SMILES,SKKanGAS inh,MrgX1 antagonist,RGS4 inh,TRPC6 act,MrgX1 PAM,HDAC3 inhib,TRPC6 inh,MrgX1 ag,ANO1 activ,RGS4 act,TMEM16A inh
COc1ccc(CNC(=O)OCCN2CCN(Cc3ccccc3)CCC2=O)cc1,1,-4.9*,i,i,i,1,i,i,i,i,i
Nn1cnc2scc(-c3cccs3)c2c1=O,6,i,i,i,i,-7,i,i,i,i,i
Cc1cc(C)nc(N2CCCC(C(=O)NCCc3cccc(F)c3)C2)n1 (stereo not drawn),-1,i,i,i,i,-2,i,i,i,i,i
O=C1NC(=O)N(c2ccccc2)C1=O,-3,i,i,i,i,-2,i,i,i,i,i
c1cncc(-c2noc(-c3cccc4ccccc34)n2)c1,8,i,i,i,i,-2,i,i,i,i,i
CC1(C)Cc2c(cnn2-c2ccc(F)cc2)C(NC(=O)Cn2cncn2)C1 (stereo not drawn),24,i,i,i,i,-2,i,i,i,i,i

# The order is random (roughly 6.7% active in at least one column).
